CSN deneddyl inh: inhibitors of CSN-mediated cullin deneddylation, primary screen, biochemical, fluorescence polarization, uHTS; hit rate 0.38% among 360,000; inhibition, % at 12.5 µM; Purified CSN, SCF-Nedd8-OG deneddylation;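 active means pattern-corrected inhibition above about 35%, with an unprinted fluorescence ratio check between 0.5 and 1.5, limit read from the data, passing the limit was not always enough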;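 further: 0% = enzyme with substrate and 100% = substrate without enzyme; some results filed as inactive read as strong as hits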
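Test system: purified human Csn5 enzyme expressed in HEK293T cells. Amount: 0.24 nM enzyme. Reagent: SCFSkp2-Nedd8OG substrate at 10 nM final. Schedule: 90 min incubation of compound, enzyme and substrate at room temperature. Detection: fluorescence polarization. Read-out: % inhibition of substrate cleavage by Csn5.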
FAS TE block: FAS thioesterase domain inhibitors, primary screen, biochemical, fluorescence intensity, uHTS | recombinant FAS-TE, OMFH fluorogenic substrate, fluorescence endpoint | hit rate 0.67% among 360,000 | AID 602261, 2012 | inhibition, % at 15 µM;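 active means compounds whose normalised, plate-corrected inhibition of enzyme fluorescence in the single-dose primary screen is 50% or more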;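 further: 0% = DMSO with enzyme and 100% = substrate without enzyme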
PABP1 MLLE inh: inhibitors of PABP1 MLLE–PAM2 peptide binding, primary screen, biochemical, fluorescence polarization, FITC-PAM2, GST-MLLE; Polyadenylate-binding protein 1 (Homo sapiens), P11940; inhibition, % at 20 µM; hit rate 0.36% among 360,000; in the data active means inhibition above about 35%, passing the limit was not always enough;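 further: plate controls were DMSO wells with GST-MLLE for no effect and wells lacking GST-MLLE protein for full effect; some results filed as inactive read as strong as hits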
Neddyl block: inhibitors of cullin neddylation, primary screen, biochemical, TR-FRET, uHTS, NAE and Ubc12; NEDD8-conjugating enzyme Ubc12 (Homo sapiens) + NEDD8-activating enzyme E1 regulatory …; calls only at 25 µM; hit rate 0.58% among 360,000; in the data active means inhibition above about 36%
MsrA inhibitor: bovine MsrA enzyme inhibitors, primary screen, biochemical, absorbance, HTS; Methionine sulfoxide reductase A (Bos taurus); purified bovine MsrA, absorbance read-out; inhibition, % at 15.5 µM; hit rate 0.75% among 360,000; AID 651718, 2012; in the data active means inhibition above about 4.5%;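 further: 0% = vehicle wells with enzyme and 100% = reference inhibitor wells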
eLon inh: inhibitors of E. coli Lon protease, primary screen, biochemical, fluorescence polarization; purified E. coli Lon protease; AID 602123, 2011; hit rate 0.42% among 360,000; P0A9M0; inhibition, % at 7.94 µM; in the data active means inhibition above about 13%, passing the limit was not always enough;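 further: 0% = enzyme with probe and DMSO and 100% = no enzyme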
Target sequence (P0A9M0 whole entry, looked up): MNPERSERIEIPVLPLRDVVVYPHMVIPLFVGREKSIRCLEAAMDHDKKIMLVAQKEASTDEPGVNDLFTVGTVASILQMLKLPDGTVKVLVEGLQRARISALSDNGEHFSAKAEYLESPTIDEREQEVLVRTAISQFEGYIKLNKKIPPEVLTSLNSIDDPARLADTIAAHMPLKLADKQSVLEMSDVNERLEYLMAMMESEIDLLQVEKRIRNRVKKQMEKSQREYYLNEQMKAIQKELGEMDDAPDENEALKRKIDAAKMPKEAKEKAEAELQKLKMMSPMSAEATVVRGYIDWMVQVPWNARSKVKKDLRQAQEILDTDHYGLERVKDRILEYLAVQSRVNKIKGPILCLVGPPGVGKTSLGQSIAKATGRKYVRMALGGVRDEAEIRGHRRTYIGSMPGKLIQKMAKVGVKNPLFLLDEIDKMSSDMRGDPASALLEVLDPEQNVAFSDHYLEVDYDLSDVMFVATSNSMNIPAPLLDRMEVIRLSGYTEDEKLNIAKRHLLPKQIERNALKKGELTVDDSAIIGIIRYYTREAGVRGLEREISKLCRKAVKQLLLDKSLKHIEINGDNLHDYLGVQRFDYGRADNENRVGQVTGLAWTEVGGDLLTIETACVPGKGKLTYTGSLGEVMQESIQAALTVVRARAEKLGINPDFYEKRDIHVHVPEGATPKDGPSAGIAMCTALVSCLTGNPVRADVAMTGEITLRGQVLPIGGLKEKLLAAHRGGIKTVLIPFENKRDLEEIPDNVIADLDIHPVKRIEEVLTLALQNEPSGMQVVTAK
bovine MsrA act: bovine MsrA enzyme activators, primary screen, biochemical, absorbance, HTS; Methionine sulfoxide reductase A (Bos taurus); purified bovine MsrA, absorbance read-out; activation, % at 10.6 µM; hit rate 0.3% among 360,000; AID 602163, 2012; in the data active means activation above about 7.5%;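 further: 0% = vehicle and 100% = reference activator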
Tb MetRS inh: T. brucei MetRS inhibitors, primary screen, biochemical, luminescence | methionyl-tRNA synthetase (Trypanosoma brucei brucei) | purified T. brucei MetRS, ATP depletion, Kinase-Glo luminescence | inhibition, % at 11.9 µM | hit rate 0.4% among 360,000 | AID 624268, 2012;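 active means inhibition above a per-plate cutoff of the control wells' mean inhibition plus 3 SD, cut at about 5.5% in these data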;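 further: 0% = DMSO wells median and 100% = median of wells with control inhibitor compound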
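Material – parasite MetRS enzyme · Medium – HEPES-MgCl2-KCl buffer plus DTT, spermine, BSA, pyrophosphatase · Reagent – ATP, methionine and E. coli bulk tRNA substrates · Times – 15 min enzyme-compound preincubation, 2 h reaction, 10 min detection, 25 °C · Measured by – luminescence of leftover ATP · Evaluation – percent inhibition relative to median high and low control wells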
Rin1 Abl inh: inhibitors of Rin1-Abl protein binding, primary screen, biochemical, TR-FRET. inhibition, % at 7.35 µM. hit rate 0.4% among 360,000; in the data active means inhibition above about 5%, passing the limit was not always enough
* marks the source's active call; other numbers are inactive results; i = inactive; . = no result given; + = active, no number.

SMILES	CSN deneddyl inh	FAS TE block	PABP1 MLLE inh	Neddyl block	MsrA inhibitor	eLon inh	bovine MsrA act	Tb MetRS inh	Rin1 Abl inh
CCOCCCN(C)C1CCN(S(=O)(=O)c2csc(C(N)=O)c2)CC1	1	0	5	i	-0.7	4	-5	0.2	-1
O=C1COC(c2ccccc2O)=NN1CCCl	1	-3	4	i	0.3	-7	-1	0.6	1
OC(c1ccc(F)cc1)c1nc(-c2ccccc2)cs1 (stereo not drawn)	-2	7	11	i	0.2	-3	1	0.3	1
NC(=O)CNC(=O)c1cccc(Cl)c1	2	-4	5	i	1.7	-3	3	-0.2	0
Cc1ccc(C(=O)CCC(=O)N(C)CC(=O)Nc2c(Cl)cccc2Cl)cc1	-4	-5	-12	i	-0.2	-7	-3	-0.2	1
CCCC(c1nnnn1Cc1ccc(OC)cc1)N1CCN(C(=O)c2ccco2)CC1 (stereo not drawn)	-2	-1	-5	i	-0.8	5	-1	0.0	-2
COc1ccccc1-c1cc(C(=O)N/N=C/c2ccc(C)s2)c2ccccc2n1	1	14	1	i	4.5	8	-3	0.2	1
Cc1scc(C(=O)NCc2ccco2)c1-c1ccccc1	7	-4	3	i	0.0	-9	-1	-0.2	-1
CCCCC(C(=O)NCCC(C)C)N(CCCN1CCOCC1)C(=O)c1snc(C(N)=O)c1N (stereo not drawn)	5	1	5	i	0.2	-1	-2	-0.1	-2
COc1cccc(N2CCN(C(=O)CN(C)S(=O)(=O)c3ccc4c(c3)c(=O)n(C)c(=O)n4C)CC2)c1	-4	-12	7	i	-0.3	2	-4	-0.5	-2
CCc1ccc2c(F)cccc2n1	5	-13	6	i	-1.6	-4	-5	-0.3	-3
O=C1CC2(CCCCC2)Oc2ccc(Cl)cc21	-3	2	7	+	0.1	-4	-16	-0.4	5
CCCN=C1NC(=O)C(CC(=O)NCCc2ccccc2)S1 (stereo not drawn)	-17	3	7	i	-0.4	4	-3	-0.1	4
CC(C)C(=O)NC(=S)Nc1ccc(S(=O)(=O)N(C)C)cc1	-17	-4	18	i	0.1	1	-6	-0.3	-1
C[C@H](CO)N1C[C@H](C)[C@H](CN(C)C(=O)Nc2ccc(C(F)(F)F)cc2)Oc2ncc(-c3cccnc3)cc2C1=O	2	-4	-23	i	-1.0	-1	0	-0.5	1
Cc1cccc(C)c1NC(=O)CNC(=O)c1ccc2c(c1)NC(=O)CS2	0	-5	4	i	-1.9	9	-2	0.3	2
COc1ccc(CC(=O)OCC(=O)N2c3ccccc3CC2C)cc1OC (stereo not drawn)	-4	-3	-6	i	0.4	6	-3	-0.1	0
Fc1ccccc1OCCSc1nc2ccccc2o1	-1	15	-37	i	2.2	5	1	-0.8	-1
CCOC(=O)C1CCN(C(=O)c2cccc(NS(=O)(=O)c3ccc(F)c(F)c3)c2)CC1	-4	3	26	i	0.0	11	-6	-0.9	-3
O=C(CCC1CCN(Cc2nccs2)CC1)Nc1ccccc1	2	-7	-15	i	-0.9	8	0	0.5	2
CCCCCc1ccc(OCCCC[n+]2cccc(C)c2)c(CCCCC)c1	-7	-17	-14	i	-1.4	1	-3	-0.9	0
CC1Cc2nc(SCC(N)=O)n(C)c(=O)c2S1 (stereo not drawn)	0	-4	1	i	2.4	-5	4	-0.5	3
CCCNC(=O)c1ccc(S(N)(=O)=O)cc1	2	-3	17	i	0.0	3	-1	-0.7	-1
CN1C[C@@H]2[C@@H]3C(=O)N(C)C(=O)[C@@H]3[C@](C)(C1=O)N2C(=O)c1ccc(Cl)c(Cl)c1	-3	-6	2	i	0.8	4	-9	-0.3	1
COc1cccc(NC(=O)COC(=O)c2c(-c3ccccc3)noc2C)c1	-7	4	0	i	0.5	4	-5	-0.9	0
O=c1c2ccccc2nc(/C=C/c2cc(Br)ccc2O)n1CCO	-1	16	-28	i	0.4	-12	-2	-0.3	4
COc1ccc(NC(=S)NCc2cccnc2)cc1	-8	0	-26	i	0.8	7	-1	0.2	-1
Nc1nnc(SCC(=O)NC2CCCCC2)n1-c1ccccc1	-5	-7	-1	i	0.6	-4	2	-0.6	2
NCCC1CN(C(=O)OCc2ccccc2)c2ccccc21 (stereo not drawn)	7	-9	11	i	-0.5	-10	1	-0.3	2
CC(C)Oc1ccc(C2CC(=O)NC2=O)cc1 (stereo not drawn)	-1	-4	20	i	-0.1	6	-4	0.5	-3
CSc1nnc(C)c(=O)n1COC(=O)COc1ccc(F)cc1	1	-2	-8	i	-0.4	-11	-2	0.1	1
CCCN1C(=O)c2ccc(C(=O)NCc3ccco3)cc2C1=O	4	-3	8	i	-1.1	-6	0	-0.1	1
Oc1ccc(C23CC4CC(CC(C4)C2)C3)cc1O	5	5	7	i	0.4	1	-4	-1.4	2
CC1(C)Cc2c(sc3[nH]c(=S)n(Cc4ccccc4)c(=O)c23)CO1	3	-6	2	i	0.7	-10	-2	-0.2	4
COCCCNC(=S)Nc1ccc(N2CCCCC2)cc1	-8	-1	-20	i	0.6	-1	1	2.0	1
CCCC(=O)N1CCN(C2=NS(=O)(=O)c3ccccc32)CC1	0	-7	11	i	0.4	0	-1	0.8	-6
O=[N+]([O-])c1cccc(C2=NCCS2)c1	-5	-9	38	i	0.6	-6	-3	-0.2	1
Cc1ccsc1/C=c1\sc2ncnn2c1=O	-1	-10	-9	i	2.0	1	-3	0.2	1
CC(C)c1cc(CN2CCN(CCC#N)CC2)cc(C(C)C)c1O	-1	-7	-1	i	-1.1	-9	-10	-1.2	4
Cc1cccn2c(CN[C@@H]3CCCC[C@H]3c3ccccc3)c(C(=O)N3CCOCC3)nc12	-4	-4	10	i	-0.4	-2	-5	0.7	1
CC(SCc1ccccc1)C(=O)Nc1ccc2c(c1)OCO2 (stereo not drawn)	3	0	5	i	-0.8	7	-11	-1.5	-2
COc1ccc(Cl)c(NC(=O)Nc2c(C)n(-c3ccccc3)c(=O)n2C)c1	0	0	8	i	-0.2	-13	-7	-1.0	2
COc1cccc(C2/C(=C(\O)c3ccc4c(c3)OCCO4)C(=O)C(=O)N2CCCN2CCOCC2)c1OC (stereo not drawn)	-1	-9	-17	i	.	-2	0	1.2	-3
Cc1ccnc(N2CCCC(C(=O)Nc3nnc(C)s3)C2)n1 (stereo not drawn)	1	-9	11	i	0.1	2	-4	0.7	-2
COc1ccc(Cc2nc3ccc(C(=O)N4CCCC4)cc3o2)cc1	-1	-3	0	i	0.6	1	-4	-0.1	1
CC(=O)Nc1ccc(-c2ccc3nnc(C)n3n2)cc1	-4	-8	15	i	0.9	-3	-7	-0.7	-8
COc1ccc(-c2ccc(C(=O)N3CCN(C)CC3)c3occc23)c(C)c1	2	-5	6	i	-0.3	-2	-6	-0.5	-5
CCOc1ccc(N(CC(=O)N/N=C/c2ccc(OC(C)C)cc2)S(C)(=O)=O)cc1	-8	-12	-120	i	-1.0	-2	-5	0.0	-2
COc1cc2c(OC)cccc2cc1C(=O)O	1	-12	-9	.	-0.3	-2	-11	-1.2	1
C/C(=N\NC(=O)c1ccn(C)n1)c1cccc(NC(=O)c2ccncc2)c1	1	-12	5	i	0.3	-2	-2	-0.6	-4

Later entries:
SMILES	CSN deneddyl inh	FAS TE block	PABP1 MLLE inh	Neddyl block	MsrA inhibitor	eLon inh	bovine MsrA act	Tb MetRS inh	Rin1 Abl inh
CCCCCCN1CCN(C2CN(Cc3cn(Cc4ccc(Cl)cc4)nn3)S(=O)(=O)C2)CC1 (stereo not drawn)	-1	7	.	i	0.8	-6	-2	0.0	.
COc1ccc(CNS(=O)(=O)NCc2ccccc2F)cc1	-3	-3	-8	i	-0.8	0	-1	-0.6	-3
Cc1noc(C)c1S(=O)(=O)N1CCC(C(=O)c2ccccc2)CC1	3	9	0	i	0.3	-11	-1	-0.3	1
CCOC(=O)C1CCN(S(=O)(=O)CCNC(=O)c2ccc(F)cc2)CC1	-2	-3	-12	i	-0.3	7	2	-0.3	0
Cn1c(=O)n(C)c2cc(C(N)=O)ccc21	7	-8	-7	i	-0.6	5	-1	-1.3	-1
CC1CCCN(C2(O)C(=O)Nc3ccc(Cl)cc32)C1 (stereo not drawn)	-1	-2	-5	i	-1.2	-1	-5	-0.3	3
Cc1ccc(-n2c3c(c(=O)[nH]c2=S)C(C(F)(F)F)(C(F)(F)F)NC(=O)N3)cc1	-2	-4	26	i	-0.5	-3	-9	-1.2	0
CC(C)Cn1nc(C(=O)Nc2nnc(C3CC3)s2)c2ccccc2c1=O	2	-7	10	i	0.2	8	-11	-0.6	1
CCCCn1c(N)c(N(CC(C)C)C(=O)c2ccc3c(c2)NC(=O)C(C)S3)c(=O)[nH]c1=O (stereo not drawn)	1	-6	-9	i	0.9	3	-1	0.6	2
CCNC(=O)C1(C)CCN(C(=O)c2c(F)cccc2F)C1 (stereo not drawn)	-1	-8	-22	i	-0.5	1	-3	0.4	-2
COc1ccc(C(=O)NCc2cnn(C)c2)cc1OC1CCN(C(C)C)CC1	-4	-7	-3	i	1.9	-8	-7	-0.2	2
CCc1ccccc1NS(=O)(=O)c1ccc2c(c1)NC(=O)CC(=O)N2	-1	-3	-4	i	2.9	-5	-4	-0.3	0
O=C(CCN1C(=O)COc2ccccc21)NCCCN1CCc2ccccc2C1	1	-4	1	i	-1.1	2	-4	0.1	3
COc1ccc(/C=C/C(=O)NCC(=O)N/N=C(\C)Cc2ccccc2)cc1	-5	-4	6	i	2.6	0	-5	-0.6	-4
O=C1C(=O)N(Cc2cccnc2)C(c2cccc(F)c2)/C1=C(/O)c1ccc2c(c1)OCO2 (stereo not drawn)	3	-6	-7	i	0.5	-8	-7	0.8	-17
CCOc1cc(OCC)cc(C(=O)NCc2ccco2)c1	-2	3	0	i	0.8	-2	-2	-1.5	0
Brc1cccc2sc(N3CCN(c4ccccc4)CC3)nc12	3	32	20	i	0.1	-4	-3	-0.6	-2
Cc1ccnc(N/C=C/C(=O)c2ccc(Br)cc2)c1	3	4	-37	i	0.1	-6	-14	-2.3	-2

Bioassay records as filed in PubChem.
